High-throughput results as filed in PubChem.
ADAM10 inh – human ADAM10 inhibitors, primary screen, biochemical, QFRET, HTS | Disintegrin and metalloproteinase domain-containing protein 10 (Homo sapiens), O14672 | recombinant ADAM10, EDANS/DABCYL FRET peptide cleavage, 3 h | inhibition, % at 7 µM | actives 0.62% (n = 370,000) | AID 720582, 2013;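 active = inhibition above a per-campaign cutoff equal to the mean of compounds falling between control-based bounds plus 3 SD, cut at about 20% in these data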;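 note: 0% = DMSO wells while the 100% control is not disclosed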
ARFGAP1 inh – inhibitors of rat ARFGAP1 GAP activity, primary screen, biochemical, fluorescence polarization, GDP tracer; ADP-ribosylation factor GTPase-activating protein 1 (Rattus norvegicus), Q62848; Arfgap1-stimulated ARF1 GTP hydrolysis, GDP FP detection; inhibition, % at 16.5 µM; actives 0.26% (n = 360,000);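 active = inhibition above a per-plate limit, mean inhibition of low control wells plus 3 SD, cut at about 25% in these data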;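 note: 0% = DMSO wells with enzyme and 100% = wells lacking Arfgap1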
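Material: rat Arfgap1 catalytic domain, aa 1-136; also added: human ARF1(Δ1-17)-GTP substrate; compound dosing: one concentration, 16.5 µM, DMSO 1.26%; incubation: GTP hydrolysis reaction 2 h at 25 °C; measured by: Tracer-displacement fluorescence polarization with EDTA stop, 620/688 nm; evaluation: % inhibition from polarization; repeats: one replicate per compound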
NPR2 activator – human GC-B receptor activators, primary screen, HEK293 GC-B cells, cGMP TR-FRET, EC30 CNP | 0% at EC30 CNP, 100% saturating CNP | AID 1920062, 2024 | actives 0.11% (n = 370,000) | Atrial natriuretic peptide receptor 2 (Homo sapiens), P20594 | activation, % at 10 µM;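 active = activation at 10 µM reaching about 35% in either raw or pattern-adjusted values, limit read from the data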
Target sequence (P20594 whole entry, looked up): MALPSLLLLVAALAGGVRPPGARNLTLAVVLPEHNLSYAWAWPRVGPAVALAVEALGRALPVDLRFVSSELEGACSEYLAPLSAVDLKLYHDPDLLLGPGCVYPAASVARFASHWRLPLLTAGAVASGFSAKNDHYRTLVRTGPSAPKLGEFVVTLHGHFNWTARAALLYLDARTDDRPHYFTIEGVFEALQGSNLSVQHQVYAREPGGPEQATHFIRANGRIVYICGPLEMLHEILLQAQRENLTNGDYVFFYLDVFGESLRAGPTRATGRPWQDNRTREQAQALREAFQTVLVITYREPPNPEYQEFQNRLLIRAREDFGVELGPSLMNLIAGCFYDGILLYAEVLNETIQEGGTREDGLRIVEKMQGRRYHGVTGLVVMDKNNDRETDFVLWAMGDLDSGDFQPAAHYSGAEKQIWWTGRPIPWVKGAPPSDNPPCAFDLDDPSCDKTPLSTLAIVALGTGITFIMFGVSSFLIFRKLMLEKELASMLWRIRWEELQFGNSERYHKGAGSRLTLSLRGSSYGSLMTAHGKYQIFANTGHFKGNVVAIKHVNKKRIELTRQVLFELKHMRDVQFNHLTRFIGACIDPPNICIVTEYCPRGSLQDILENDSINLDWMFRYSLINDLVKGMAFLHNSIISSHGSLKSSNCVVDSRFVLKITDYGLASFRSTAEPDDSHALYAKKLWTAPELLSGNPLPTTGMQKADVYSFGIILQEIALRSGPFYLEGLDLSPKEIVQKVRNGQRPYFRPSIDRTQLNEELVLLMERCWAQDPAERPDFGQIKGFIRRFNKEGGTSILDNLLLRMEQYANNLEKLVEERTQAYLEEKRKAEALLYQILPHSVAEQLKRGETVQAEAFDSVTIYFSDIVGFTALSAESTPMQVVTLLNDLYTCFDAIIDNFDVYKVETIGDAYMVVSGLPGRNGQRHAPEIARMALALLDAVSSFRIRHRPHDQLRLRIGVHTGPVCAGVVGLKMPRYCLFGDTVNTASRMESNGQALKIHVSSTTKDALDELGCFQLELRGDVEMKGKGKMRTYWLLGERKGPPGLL
DDE Tn6 FP inh – inhibitors of Tn6 peptide binding to fibrin DD(E), primary screen, biochemical, fluorescence polarization, human fibrin, Tn6 probe. Fibrinogen beta chain (Homo sapiens), P02675. Fibrin DD(E) TRITC-Tn6 fluorescence polarization displacement. inhibition, % at 8.3 µM. actives 0.21% (n = 370,000);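 active = inhibition above a per-campaign cutoff: mean of compounds within control limits plus 3 SD, cut at about 15% in these data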;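 note: 0% = median of all compound wells on the plate and 100% = blocking peptide control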
ASAP1 inh – inhibitors of human ASAP1 ArfGAP activity, primary screen, biochemical, fluorescence polarization; Arf-GAP with SH3 domain, ANK repeat and PH domain-containing protein 1 (Homo sapiens), …; ASAP1-stimulated ARF1 GTP hydrolysis, GDP FP detection; inhibition, % at 16.5 µM; actives 0.19% (n = 360,000); AID 624377, 2012; in the data active = inhibition above about 25%;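 note: 0% = vehicle with enzyme and substrate and 100% = no enzyme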
sPLA2-III inh – human group III sPLA2 inhibitors, primary screen, biochemical, QFRET, BODIPY PC-A2 liposome substrate; QFRET BODIPY PC-A2 liposome hydrolysis, fluorescence; inhibition, % at 12.2 µM; actives 0.56% (n = 370,000); AID 743126, 2013;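 active = inhibition above mean plus 3 SD of compounds lying within the high and low control bounds, cut at about 19% in these data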;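 note: 0% = median of test compound wells and 100% = no enzyme DMSO wells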
GC-A act – GC-A stimulated cGMP production enhancers – HEK293 GC-A cells, cGMP TR-FRET, EC30 ANP, primary screen. actives 0.14% (n = 370,000). AID 1671463, 2021. 0% at EC30 ANP, 100% saturating ANP. activation, % at 10 µM; in the data active = activation above about 40%
rCAG RNA binder – binders of r(CAG) RNA repeats, primary screen, biochemical, fluorescence; AID 651821, 2012; inhibition, % at 3 µM; actives 1.3% (n = 370,000); r(CAG) RNA repeat, TO-PRO-1 dye displacement fluorescence;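 active = inhibition above the plate cutoff, the mean of all test compounds on that plate plus 3 SD, cut at about 35% in these data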;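 note: 0% = DMSO alone and 100% = 100 µM mitoxantrone as full dye displacement; higher means more dye released from RNA so lower well fluorescence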
proKLK7 act – proKLK7 zymogen activators, primary screen, biochemical, fluorescence intensity; Kallikrein-7 (Homo sapiens), P49862; purified proKLK7, EDANS-DABCYL substrate fluorescence; 100% is mature enzyme control, 0% vehicle; activation, % at 7 µM; actives 0.9% (n = 370,000); AID 652039, 2013;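 active = activation above the mean of all tested compounds plus 3 SD, computed per campaign excluding outliers beyond control limits, cut at about 13% in these data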
GAA850 FXN act – FXN promoter activators, primary screen, cell-based, luciferase luminescence, HEK293 lucGAA850; HEK293 lucGAA850 FXN promoter luciferase reporter, 24 h; percent of 10 µM SAHA response; activation, % at 6 µM; actives 0.56% (n = 360,000);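 active = activation above the average of all compounds screened plus 3 SD, cutoff fixed separately per campaign, cut at about 7.5% in these data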;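 note: 0% = DMSO wells and 100% = 10 µM SAHA wells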
* = called active by the depositor. Rows are unselected; overall some 4.5% were active at least once.

SMILES | ADAM10 inh | ARFGAP1 inh | NPR2 activator | DDE Tn6 FP inh | ASAP1 inh | sPLA2-III inh | GC-A act | rCAG RNA binder | proKLK7 act | GAA850 FXN act
O=c1c2cc(NC(=S)NCc3cccnc3)ccc2nc2n1CCCCC2 | -27 | 6 | 1 | 3 | 3 | 6 | -1 | 0 | 0.3 | 0.5
CC(C)n1c(SCc2ccccc2F)nc2c1c(=O)n(C)c(=O)n2C | -4 | 6 | 1 | -6 | 15 | -1 | 3 | -7 | -0.1 | 1.8
Cc1c(C(=O)NC(=S)Nc2ccc3c4c(cccc24)CC3)cccc1[N+](=O)[O-] | 1 | -1 | -15 | 1 | 9 | 5 | -5 | 7 | 0.3 | 1.9
Cc1ccnn1CC(=O)N/N=C/c1ccco1 | 2 | 6 | 5 | 5 | -4 | -5 | 0 | 1 | 0.4 | -0.9
N#CC1=C(N)OC2=C(C(=O)CCC2)C1c1ccoc1 (stereo not given) | -9 | -4 | -2 | 0 | 4 | 1 | 2 | -4 | 0.6 | 2.5
CN1CCN(C(=O)c2ccccc2-c2ccccc2C(=O)O)CC1 | -10 | -5 | 0 | -10 | 6 | 7 | 3 | 1 | -0.2 | 2.0
O=c1[nH]c2ccc(Cl)cc2c(-c2ccccc2)c1N1CCN(CCO)CC1 | -408 | 6 | -2 | -2 | 4 | -8 | -6 | -3 | 29* | -0.3
CCN(CC)C(=O)CSc1nc2ccccc2c(=O)n1CCC(=O)NCCc1ccc(OC)c(OC)c1 | 0 | -2 | 3 | -8 | 2 | 0 | -2 | -4 | -0.1 | -0.6
CCSc1nnc(NC(=O)Cc2ccc(OC)cc2)s1 | -2 | 5 | 2 | 9 | -10 | -6 | -3 | -1 | -0.1 | -2.1
O=C(NCc1ccco1)NC12CC3CC(CC(C3)C1)C2 | 7 | -7 | 1 | -5 | -5 | 3 | 6 | 0 | 0.2 | 1.5
Cc1c(C(=O)N(Cc2ccccc2Cl)C2CCS(=O)(=O)C2)oc2ccccc12 (stereo not given) | 1 | -7 | -9 | 0 | -9 | -13 | -9 | 0 | 0.8 | -0.6
O=c1[nH]c2cccnc2n(CCNc2ncc(C(F)(F)F)cc2Cl)c1=O | -11 | -11 | -4 | -2 | -2 | -7 | -6 | -2 | 0.2 | 2.7
Cc1cccc(N2CCN(Cc3nc(-c4cccc(Cl)c4)oc3C)CC2)n1 | -7 | -8 | 0 | -1 | 4 | -4 | -8 | -4 | -0.4 | 3.1
COc1ccc(-c2ccc(C(=O)N3CCOCC3)c3occc23)c(C)c1 | -24 | 1 | 4 | 2 | -7 | -1 | 0 | 0 | 0.3 | -0.6
COc1ccc(CC(=O)O/N=C(\N)c2ccc(OC)cc2)cc1 | 4 | -8 | -1 | 5 | -1 | -4 | 2 | -6 | -0.3 | 2.5
O=C(Nc1ccc2c(c1)OCO2)c1cnc(Cl)c(Cl)c1 | -13 | -6 | 0 | 6 | 2 | 2 | 4 | 0 | 0.4 | 5.8
CCOc1ccc(CCNC(=O)COC(=O)COc2ccccc2C)cc1OCC | -5 | 3 | 4 | 3 | -5 | -2 | 3 | -7 | 0.4 | 0.1
CCOC(=O)c1c(-c2ccc(C)cc2)csc1NC(=O)/C(C#N)=C/c1ccc(O)c(OC)c1 | 18 | 14 | -8 | -4 | 15 | 7 | 2 | 37* | -0.9 | 1.0
COc1ccc(CCNC(=O)C2CCN(C(=O)c3ccc(Br)cc3)CC2)cc1OC | -3 | -9 | 3 | 4 | -1 | 6 | 1 | -8 | -0.3 | -1.0
O=C(Nc1ccccc1Cl)c1cc(C2CCCCN2C(=O)CCc2ccccc2)on1 (stereo not given) | 5 | -2 | 2 | 5 | -1 | -11 | 0 | 1 | 0.5 | -1.6
CCOC(=O)C(CC)n1cnc2c(nnn2-c2ccc(OC)cc2)c1=O (stereo not given) | -5 | 8 | -4 | 2 | -3 | -1 | 4 | -5 | 0.4 | 0.3
CC(Oc1cccc(Cl)c1)C(=O)Nc1ccccc1N1CCCCC1 (stereo not given) | -3 | 5 | -2 | -3 | -2 | 11 | -5 | -1 | -0.7 | 3.4
CCCC(=O)N1CC(=O)Nc2ccc(C)cc2C1c1ccccc1 (stereo not given) | -5 | 4 | -2 | 0 | 6 | 9 | -4 | -1 | 0.6 | -0.2
c1cncc(-c2nnc(-c3ccco3)o2)c1 | -95 | -7 | 2 | -1 | -4 | 12 | -2 | -2 | -0.4 | 4.2
CC(C)[C@@H](N)C(=O)NCC1CCC(C(=O)N[C@@H](Cc2ccccc2)C(=O)O)CC1 (stereo not given in full) | 7 | -2 | 2 | 7 | -15 | 7 | 3 | 2 | -0.3 | 2.3

Later entries:
SMILES | ADAM10 inh | ARFGAP1 inh | NPR2 activator | DDE Tn6 FP inh | ASAP1 inh | sPLA2-III inh | GC-A act | rCAG RNA binder | proKLK7 act | GAA850 FXN act
Cc1nnc(NC(=O)C2CCCN2S(=O)(=O)c2ccc(Cl)cc2)s1 (stereo not given) | -3 | -3 | -1 | 8 | -8 | -2 | -1 | -3 | 0.8 | 0.8
CCCc1c(C(=O)N/N=C/c2cccc3ccccc23)nnn1-c1nonc1N | -8 | 5 | -4 | 0 | -2 | 7 | -4 | 4 | -1.3 | -0.5
CC(C)C(C)NC(=O)Cn1cnc2c(oc3ccccc32)c1=O (stereo not given) | 1 | -10 | 2 | -7 | -3 | -1 | -1 | 0 | -0.2 | 0.5
COc1ccc(-n2nnnc2SCC(=O)c2ccc(O)c(O)c2)cc1 | -7 | 2 | -3 | 3 | -5 | -10 | 0 | 20 | -0.8 | 4.8
CC(C)(/C=N/O)/[N+]([O-])=C/C=[N+](\[O-])C(C)(C)/C=N/O | -6 | 9 | 8 | -5 | 11 | 18 | 2 | 9 | 0.3 | 0.4
CCOC(=O)C1=C(C(=O)OCC)N(CC2CCCCC2)CCC1=O | -7 | -3 | -1 | 0 | -10 | 5 | 3 | 0 | -0.5 | 1.4
Cc1ccc(C(=O)Nc2ccc3c(c2)OCO3)cc1Cl | -26 | -5 | -4 | 1 | 1 | 1 | 1 | 1 | 0.8 | 4.7
COC(/C=C/Nc1ccc(Cl)cc1)=C(C#N)C#N | -4 | -11 | 7 | -9 | 0 | -1 | -1 | 1 | 0.0 | 0.8
O=C(CC1SC(=Nc2ccc(OC(F)F)cc2)N(CCC2=CCCCC2)C1=O)Nc1ccccc1F (stereo not given) | 12 | -2 | 0 | 0 | 1 | -8 | 3 | 9 | -0.2 | -1.3
O=C(CCSc1nc(-c2ccco2)cc(C(F)(F)F)n1)N1CCN(c2ccccn2)CC1 | 3 | 10 | -8 | 7 | 1 | -4 | -4 | -3 | 0.6 | 0.4
O=S(=O)(Cc1noc(-c2ccc(OC(F)(F)F)cc2)n1)c1ccc(F)cc1 | 0 | 24 | 4 | 8 | 8 | -21 | -3 | -3 | -0.2 | -0.7
NC(=O)c1ccsc1NC(=O)COC(=O)Cc1ccc(F)cc1 | 0 | 3 | 1 | 3 | 7 | 2 | -1 | 5 | -0.5 | 0.9
CCCC(=O)N1CCc2[nH]c3ccccc3c2C1 | -90 | 4 | -1 | -1 | -1 | -4 | 1 | 0 | 5.4 | 3.2
Cc1cccc(OCC(=O)N/N=C\c2cccn2C)c1C | 9 | -4 | 5 | 2 | 12 | -5 | 0 | 1 | 0.4 | 0.1
CCOc1ccc(NC(=O)C2CCCN2S(=O)(=O)c2ccc3c(c2)C(C)(C)C(=O)N3C)cc1 (stereo not given) | -8 | -17 | 4 | 6 | 12 | 3 | 1 | -1 | 0.0 | 0.3
Cc1cccc(NC(=O)CSc2nnc(CSc3nc(C)cc(C)n3)n2Cc2ccco2)c1 | 5 | -2 | -4 | -4 | 12 | -19 | -12 | 7 | 0.2 | -2.0
CC1Sc2ccc(S(=O)(=O)CCC(=O)N3CCN(c4ccccc4)CC3)cc2NC1=O (stereo not given) | -3 | -4 | -4 | 0 | 13 | -1 | -2 | -1 | 0.8 | 0.4
S=C(NCCN1CCOCC1)N/N=C/c1c2ccccc2cc2ccccc12 | 5 | 5 | -4 | -10 | -4 | 1 | 2 | 5 | -0.1 | 1.8
Cc1c(C(c2cccc(O)c2)c2c(C)n(C)n(-c3ccccc3)c2=O)c(=O)n(-c2ccccc2)n1C | -3 | 6 | 0 | -6 | 7 | -3 | 4 | -3 | -0.1 | -0.5
COc1ccccc1C1CCN(Cc2ccc(C)cc2)CC1 | 9 | -10 | -1 | 1 | 5 | -5 | -5 | -6 | -0.2 | -1.7
C=CC(C)(C)c1cc2cc3ccoc3cc2oc1=O | -17 | -6 | 4 | 7 | 16 | -2 | 2 | -1 | -1.2 | 0.0
COc1ccc(S(=O)(=O)N2CCCOC2CNC(=O)C(=O)NCc2ccccn2)cc1 (stereo not given) | -8 | -8 | 3 | -2 | 5 | -7 | 4 | 0 | 0.2 | -2.7
CCOC(=O)c1c(C)n(C)c2ccc(O)c(CN(C)C)c12 | -16 | 10 | -5 | 4 | 8 | -14 | 0 | 12 | 0.9 | 0.5
Cc1ccc(NS(=O)(=O)c2ccc(C(=O)NCc3ccccn3)cc2)cc1 | -2 | -10 | -8 | 8 | 0 | -5 | -12 | 3 | -0.9 | -0.6
c1ccc(Oc2cccc(OCCn3cncn3)c2)cc1 | -6 | 4 | 2 | -11 | 12 | 8 | 1 | -3 | -0.1 | -1.3
CCCCNC(=O)CSc1nc2ccccc2n1S(=O)(=O)c1ccc(Br)cc1 | -7 | 12 | 6 | 3 | -2 | 3 | -2 | -1 | -0.4 | 0.8
O=C(c1c[nH]c(=O)n(-c2ccccc2)c1=O)N1CCc2ccccc21 | -1 | -1 | 7 | 2 | -14 | -7 | 2 | -1 | -0.9 | 0.9
COC(=O)c1cc(=O)n(Cc2ccc(F)cc2)c(=NCc2ccc(F)cc2)s1 | -2 | 5 | -3 | 1 | 3 | 8 | -7 | 2 | -0.9 | -0.1

Whole records as entered above. Order of values: ADAM10 inh	ARFGAP1 inh	NPR2 activator	DDE Tn6 FP inh	ASAP1 inh	sPLA2-III inh	GC-A act	rCAG RNA binder	proKLK7 act	GAA850 FXN act
Record of CCCCNC(=O)CSc1nc2ccccc2n1S(=O)(=O)c1ccc(Br)cc1 = -7	12	6	3	-2	3	-2	-1	-0.4	0.8
Record of O=C(c1c[nH]c(=O)n(-c2ccccc2)c1=O)N1CCc2ccccc21 = -1	-1	7	2	-14	-7	2	-1	-0.9	0.9
Record of CCOC(=O)c1c(C)n(C)c2ccc(O)c(CN(C)C)c12 = -16	10	-5	4	8	-14	0	12	0.9	0.5
